High-throughput results from PubChem BioAssay.
GALK inhibitor – qHTS Assay for Inhibitors of Human Galactokinase (GALK): NCGC Sytravon Library Screen. Potency, µM (doses to about 57.5 µM), for inactives: at the highest dose activity, negative = inhibition, actives largely listed as inhibitors. recombinant GALK, Kinase-Glo ATP luminescence, 1 h. P51570. 44,000 tested, under 10 active;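 note: plate controls were full GALK reaction for no effect and reaction lacking GALK for full effect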
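5 nM GALK; 35 uM ATP; 100 uM D-galactose; 20 mM HEPES pH 8.0, 5 mM MgCl2, 60 mM NaCl, 1 mM DTT, 0.01% BSA; 1 h RT; Kinase-Glo Plus luminescence.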
FH mod – Identification of activators of human fumarate hydratase by quantitative high-throughput screening. Fumarate hydratase, mitochondrial (Homo sapiens), P07954. FH coupled MDH/diaphorase resazurin fluorescence, 15 min. Potency, µM (highest dose often 79.9 µM), for the others: at the top dose activity change, negative = inhibition, actives largely listed as inhibitors. hit rate 0.22% among 54,000. AID 1347055, 2019; note: potency is the fitted concentration of half-maximal effect; % is set by controls: 0 for no effect and ±100 for the full control effect; the screen sought activators but most active calls are inhibition curves; nearly all actives have a fitted effect of over 45% in size
PTAP-TSG101 blk – qHTS Validation Assay for Inhibitors of HIV-1 Budding by Blocking the Interaction of PTAP/TSG101: Sytravon Library Screen | Tumor susceptibility gene 101 protein (Homo sapiens), Q99816 | Potency, µM (series often up to 115 µM), for the others: top-dose activity change, negative = inhibition, most hits filed as inhibitors | Fluorescence polarization, FITC-PTAP peptide/Tsg101, 20 min | 44,000 tested, under 10 active; note: potency is the fitted concentration of half-maximal effect; 0% is about no effect
Target sequence (Q99816 whole entry, looked up): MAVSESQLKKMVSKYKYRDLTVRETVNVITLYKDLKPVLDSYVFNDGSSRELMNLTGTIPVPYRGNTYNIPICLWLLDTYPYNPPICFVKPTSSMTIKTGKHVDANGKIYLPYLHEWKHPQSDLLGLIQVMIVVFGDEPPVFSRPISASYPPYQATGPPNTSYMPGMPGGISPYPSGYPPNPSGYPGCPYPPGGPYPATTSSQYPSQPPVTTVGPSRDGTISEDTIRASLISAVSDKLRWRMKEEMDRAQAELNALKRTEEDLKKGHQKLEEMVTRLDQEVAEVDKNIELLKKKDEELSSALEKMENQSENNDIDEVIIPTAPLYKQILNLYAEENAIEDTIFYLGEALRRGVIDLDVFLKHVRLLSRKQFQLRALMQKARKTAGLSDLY
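qHTS FP binding, 20 min r.t.: 10 uM Tsg101 domain + 50 nM FITC-PTAP peptide, pH 7.5 HEPES buffer with TCEP and EDTA.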
B2AR arrestin ag – qHTS assay of beta-arrestin-biased ligands of beta2-adrenergic receptor: NCGC Sytravon Library Screen. Beta-2 adrenergic receptor (Homo sapiens), P07550. 44,000 tested, under 10 active. HTLA Tango cells, beta-arrestin recruitment, luciferase luminescence, 18 h. Potency, µM (highest dose often 46.1 µM), inactives show at the top dose activation, hits mostly activators;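 note: potency is the fitted concentration of half-maximal effect; 0% = DMSO and full agonism = EC100 isoproterenol or metaproterenol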
Target sequence (P07550 whole entry, looked up): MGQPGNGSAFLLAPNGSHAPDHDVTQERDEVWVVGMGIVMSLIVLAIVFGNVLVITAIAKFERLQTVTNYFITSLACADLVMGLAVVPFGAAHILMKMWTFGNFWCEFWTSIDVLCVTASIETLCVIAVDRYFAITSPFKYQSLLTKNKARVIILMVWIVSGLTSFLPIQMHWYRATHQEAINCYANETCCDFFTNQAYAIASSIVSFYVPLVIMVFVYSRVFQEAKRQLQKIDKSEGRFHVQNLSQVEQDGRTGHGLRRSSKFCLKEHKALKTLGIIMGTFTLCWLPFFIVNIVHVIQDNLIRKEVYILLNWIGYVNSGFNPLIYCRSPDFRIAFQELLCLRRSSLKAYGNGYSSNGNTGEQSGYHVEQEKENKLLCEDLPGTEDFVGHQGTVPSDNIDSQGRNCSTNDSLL
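Ligand-induced beta-arrestin recruitment to recombinant beta2-AR is measured via a tTA-driven luciferase reporter in Tango cells after 18 hr compound exposure at 37 degrees C. Concentrations span up to 46 microM.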
p53null 39C kill – qHTS Screen for Compounds that Selectively Target Cancer Cells with p53 Mutations: Cytotoxicity of p53 Null Cells at the Nonpermissive Temperature. H1299 p53-null (neo) cells, 39C, ATPlite viability, 24 h. Potency, µM (top dose mostly 46.1 µM), without a hit: top-dose activity, negative = cell killing, actives largely listed as cytotoxic. hit rate 0.97% among 55,000;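 note: potency is the fitted concentration of half-maximal effect; 0% = DMSO only and -100% = full killing by 100 µM tamoxifen; nearly all actives have a fitted effect of over 50% in size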
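Cells seeded at 600/well, 37C overnight. Compound added (up to 46 uM), plates shifted to 39C for 24 hr. ATPlite added, luminescence read after 20 min at room temperature.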
p53null 32C kill – qHTS Screen for Compounds that Selectively Target Cancer Cells with p53 Mutations: Cytotoxicity of p53 Null Cells at the Permissive Temperature. H1299-neo p53 null cells, ATP luminescence, 24 h, 32C. hit rate 0.62% among 55,000. Potency, µM (highest dose often 46.1 µM), without a hit: top-dose activity change, negative = cytotoxicity, usual class: cytotoxic. AID 903, 2007;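 note: potency is the fitted concentration of half-maximal effect; 0% = DMSO only and -100% = full killing by 100 µM tamoxifen; nearly all actives have a fitted effect of over 55% in size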
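ATP-content luminescence in p53-null H1299-neo cells after 24 h compound exposure (up to 46 uM) at 32C permissive temperature; 0% and 100% killing set by DMSO and 100 uM tamoxifen; Hill-equation AC50.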
NTMT1 inh – Primary qHTS for Inhibitors of N-terminal methyltransferase 1 (NTMT1): MTaseGlo Assay. N-terminal Xaa-Pro-Lys N-methyltransferase 1 (Homo sapiens), Q9BV86. NTMT1 MTase-Glo SAH luminescence, purified enzyme. Potency, µM (highest dose often 114 µM), inactives show at the highest dose activity change, negative = inhibition, most hits filed as inhibitors. hit rate 2.5% among 59,000. AID 1645870, 2021;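 note: potency is the fitted concentration of half-maximal effect; plate controls were DMSO vehicle for no effect and no enzyme for full effect; nearly all actives have a fitted effect of over 65% in size; many of its hits are not listed in these tables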
Target sequence (Q9BV86 whole entry, looked up): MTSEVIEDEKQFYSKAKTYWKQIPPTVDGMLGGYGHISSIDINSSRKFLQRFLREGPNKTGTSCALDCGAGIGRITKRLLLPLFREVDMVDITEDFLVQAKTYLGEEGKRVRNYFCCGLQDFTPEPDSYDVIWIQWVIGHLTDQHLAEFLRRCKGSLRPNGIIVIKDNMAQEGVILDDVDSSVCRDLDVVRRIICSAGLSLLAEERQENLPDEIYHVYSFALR
An asterisk follows results filed as active; ? = inconclusive; · = no result given; & = joins results of further samples; [ ] = another dose, or the depositor's remark. Calls come from the whole dose curve; as a rule, active = well fitted curve in the direction sought with a large enough effect; inconclusive = small, poorly fitted or top-dose-only effect, or another doubt; inactive = no such curve, though single readings can be large; an effect the other way counts as inactive or inconclusive. Not all compounds are listed; count on the stated rates, not on these rows.

SMILES,GALK inhibitor,FH mod,PTAP-TSG101 blk,B2AR arrestin ag,p53null 39C kill,p53null 32C kill,NTMT1 inh
CCOc1ccc(Cl)cc1CNCCCSc1nnnn1C,-7%,-2%,-3%,-1%,?,-5%,-5%
CCCCN(Cc1cc2ccccc2[nH]c1=O)C(=O)c1cccc(Cl)c1,7%,-16%,-4%,-1%,-20%,7%,-4%
COC(=O)C(NC(=O)CCc1c(C)nc2cc(-c3cccc(F)c3)nn2c1C)C(C)C (configuration not stated),9%,-2%,-2%,-1%,-14%,-5%,15%
CC1CCN(S(=O)(=O)c2cc3c4c(c2)CC(=O)N4CCC3)CC1,2%,1%,11%,-3%,-19%,-2%,-2%
Cc1sc2c(c1C)c(=O)n(-c1ccc(Cl)cc1)c(=O)n2CC(=O)c1ccccc1,6%,-15%,-4%,0%,-2%,4%,?
O=C(CCC(=O)c1ccc(F)cc1)Nc1ccc(Cl)cc1,2%,-20%,2%,-1%,28%,32%[activator],-8%
CCOc1cc2c(cc1OCC)C(CC(=O)O)N(C(=O)Nc1ccccc1C(F)(F)F)CC2 (configuration not stated),0%,0%,-9%,0%,20%,-9%,3%
CCOC(=O)Cn1c(=O)n(C2CCCCC2)c2nc(-c3ccc(CC)cc3)nc(C(N)=O)c21,-2%,3%,-1%,1%,1%,-7%,7%
CC1CCN(S(=O)(=O)c2ccc3c(c2)N(CC(=O)NC(C)C)C(=O)CS3)CC1,-10%,0%,-6%,0%,-9%,-3%,-2%
CCOc1ccc(NC(=O)c2cc(-c3ccc(C)c(F)c3)on2)c([N+](=O)[O-])c1,-12%,·,1%,-4%,48%[activator],-5%,·
Cc1oc(-c2ccc(Cl)cc2)nc1CN1CCCC(C(=O)NCCc2ccc(Cl)cc2)C1 (configuration not stated),8%,?,-4%,0%,-24%,-4%,-2%
COc1ccc(Nc2nnc(-c3cc4c(ccc5ccccc54)oc3=O)s2)cc1,2%,1%,-1%,0%,14%,6%,-13%
CC(C)CN(CCCNC(=O)c1cc(=O)[nH]c2ccc(S(=O)(=O)N3CCCCCC3)cc12)CC(C)C,-1%,-2%,-2%,0%,24%,-4%,5%
CCn1c(=O)c(=O)n(CC)c2cc(N3CCCCC3)c(NC(=O)c3ccccc3OC)cc21,-5%,-3%,-3%,1%,-9%,1%,1%
CCOCCCNC(=O)CCC(=O)NNc1nc2ccccc2c2nc(-c3ccccc3)nn12,0%,5%,-7%,0%,-27%&4%,-5%&-4%,0%
Cn1c(=O)c(=O)n(C)c2cc(N3CCCC3)c(NC(=O)c3ccccc3Cl)cc21,3%,-15%,-2%,-2%,10%,0%,?
CCc1ccc(NC(=O)CSC2=Nc3ccccc3C3=NC(CCC(=O)NCc4ccccc4)C(=O)N23)cc1 (configuration not stated),5%,-32%,-2%,-1%,3%,-2%,-9%
COc1ccc(-c2noc(-c3ccc(N4CCOCC4)c([N+](=O)[O-])c3)n2)cc1OC,-14%,-6%,2%,-3%,-16%,-6%,-12%
CCN(CC)S(=O)(=O)c1ccc2c(c1)N(CC(=O)N1CCN(c3cccc(C)c3C)CC1)C(=O)CO2,-1%,-29%,0%,-2%,27%,11%,-18%
Cc1nn(-c2ccccc2)c2c1N(CCCC(=O)NC(C)c1ccccc1)C(=O)CS2 (configuration not stated),0%,-9%,-1%,0%,7%,1%,3%

Reformatted: three of the compounds above
CCn1c(=O)c(=O)n(CC)c2cc(N3CCCCC3)c(NC(=O)c3ccccc3OC)cc21
  GALK inhibitor: -5%
  FH mod: -3%
  PTAP-TSG101 blk: -3%
  B2AR arrestin ag: 1%
  p53null 39C kill: -9%
  p53null 32C kill: 1%
  NTMT1 inh: 1%
CCOCCCNC(=O)CCC(=O)NNc1nc2ccccc2c2nc(-c3ccccc3)nn12
  GALK inhibitor: 0%
  FH mod: 5%
  PTAP-TSG101 blk: -7%
  B2AR arrestin ag: 0%
  p53null 39C kill: -27%&4%
  p53null 32C kill: -5%&-4%
  NTMT1 inh: 0%
Cn1c(=O)c(=O)n(C)c2cc(N3CCCC3)c(NC(=O)c3ccccc3Cl)cc21
  GALK inhibitor: 3%
  FH mod: -15%
  PTAP-TSG101 blk: -2%
  B2AR arrestin ag: -2%
  p53null 39C kill: 10%
  p53null 32C kill: 0%
  NTMT1 inh: ?

(list continues)
SMILES,GALK inhibitor,FH mod,PTAP-TSG101 blk,B2AR arrestin ag,p53null 39C kill,p53null 32C kill,NTMT1 inh
COc1ccc(C)cc1NC(=O)C(=O)NCC1(c2ccccc2)CCCC1,-2%,-27%,-1%,-1%,1%,-10%,-1%
COc1ccc(-c2nc(CN3CCC(C(=O)NCc4ccc(F)cc4)CC3)c(C)o2)cc1OC,-1%,0%,1%,1%,4%,1%,0%
Cc1ccc(-c2cc(C(=O)Nc3c(C(=O)c4ccc(C)c(F)c4)oc4ccccc34)no2)cc1,-3%,0%,2%,-3%,6%,-6%,-5%
Cc1ccc(C)c(CN2C(=O)c3ccccc3S(=O)c3ccc(C(=O)NCCc4ccc(Cl)cc4)cc32)c1 (configuration not stated),0%,-10%,-2%,-1%,25%,-7%,9%
CCCCNC(=O)c1ccc(-c2nc(CS(=O)(=O)c3ccc(C)cc3)c(C)o2)cc1,0%,-11%,0%,0%,-16%,12%,15%
Cc1cccc(OCC(=O)Nc2ccccc2OCc2cc(=O)n3cc(C)ccc3n2)c1,1%,-7%,-1%,0%,-28%,7%,-13%
Cc1cc(C)c2nc(NC(=O)c3ccc(S(=O)(=O)N4CCC(C)CC4)cc3)sc2c1,1%,1%,0%,-1%,-16%,-8%,16%
CCOC(=O)c1c(C)n(-c2ccccc2)c2ccc(OC(=O)COc3ccccc3)cc12,2%,-4%,2%,-2%,28%,17%,6%
Cn1c(SCc2ccc(F)cc2)nc2c([nH]c3ccccc32)c1=O,-1%,-5%,-2%,0%,9%,3%,0%
CC(C)N(Cc1ccccc1)C(=O)CCS(=O)(=O)c1cc2c(cc1Cl)NC(=O)CO2,4%,-29%,0%,1%,8%,0%,?
Nc1ccc(S(=O)(=O)NC2(C(F)(F)F)NC(=O)N(c3cccc(Cl)c3)C2=O)cc1 (configuration not stated),9%,-5%,-1%,0%,-13%,6%[9.22 µM],10%
CCOC(=O)c1c(C)sc(-c2c(-c3ccc(OC)c(F)c3)[nH]c3c2c(=O)[nH]c(=O)n3C)c1O,1%,-5%,22%,?,28%,14%,-1%
CCc1ccccc1S(=O)(=O)Cc1ccc(C(=O)NCCc2ccc(Cl)cc2)o1,0%,?,4%,0%,-4%,-3%,-16%
COc1ccccc1C(=O)NCC1(N2CCN(C)CC2)CCCCC1,-8%,-3%,-1%,-2%,13%,1%,2%
Cc1ccc(CNS(=O)(=O)c2ccc(N3CCCCS3(=O)=O)cc2)cc1,0%,-7%,-5%,-1%,18%,-2%,7%
CC1CCc2nc(NC(=O)COc3ccc(C(C)(C)C)cc3)sc2C1 (configuration not stated),0%,-25%,3%,-4%,3%,-3%,24%
CCc1ccc2ncc3c(-c4ccc(F)cc4)nn(CC(=O)NCc4ccccc4)c3c2c1,2%,-2%,-5%,-1%,9%,2%,15%
CCOC(=O)c1cnc2ccc(C)cc2c1NCCc1ccc(OC)c(OC)c1,2%,-21%,2%,0%,17%,2%,-15%
N#Cc1c(-c2ccccc2)cc(-c2ccccc2)nc1SCC(O)CS(=O)(=O)Cc1ccccc1 (configuration not stated),-3%,-13%,-4%,1%,6%,9%,9%
COc1ccc(Cl)cc1NC(=O)c1nn(C)c2c1CS(=O)(=O)c1ccccc1-2,?,3%,1%,0%,-2%,-1%,13%

Quoted at random: 4 compounds from above
SMILES,GALK inhibitor,FH mod,PTAP-TSG101 blk,B2AR arrestin ag,p53null 39C kill,p53null 32C kill,NTMT1 inh
N#Cc1c(-c2ccccc2)cc(-c2ccccc2)nc1SCC(O)CS(=O)(=O)Cc1ccccc1 (configuration not stated),-3%,-13%,-4%,1%,6%,9%,9%
CC(C)N(Cc1ccccc1)C(=O)CCS(=O)(=O)c1cc2c(cc1Cl)NC(=O)CO2,4%,-29%,0%,1%,8%,0%,?
COc1ccc(C)cc1NC(=O)C(=O)NCC1(c2ccccc2)CCCC1,-2%,-27%,-1%,-1%,1%,-10%,-1%
CCOC(=O)c1c(C)n(-c2ccccc2)c2ccc(OC(=O)COc3ccccc3)cc12,2%,-4%,2%,-2%,28%,17%,6%

Following part:
SMILES,GALK inhibitor,FH mod,PTAP-TSG101 blk,B2AR arrestin ag,p53null 39C kill,p53null 32C kill,NTMT1 inh
Cc1c2cnn(-c3ccccc3)c(=O)c2c(C)n1CC(=O)NCc1ccc(Cl)cc1,6%,-3%,5%,-3%,-8%,-15%,?
CC(C)CC(=O)Nc1cccc(-c2cn3cccnc3n2)c1,2%,-12%,-4%,0%,1%,?,-1%
CCOC(=O)c1ccccc1NC(=O)CCOc1ccccc1,1%,-7%,1%,0%,11%,-7%,-5%
CCc1ccc(C2=CC(c3cccc(Br)c3)n3nnnc3N2)cc1 (configuration not stated),-1%,-13%,1%,7%,10%,1%,20%
CCCc1cc(N2CCN(c3cc(Cl)ccc3C)CC2)n2cnnc2n1,2%,-36%,-1%,-1%,?,30%,-13%
CCCn1c(=N)c(C(=O)NCC2CCCO2)cc2c(=O)n3cc(C)ccc3nc21 (configuration not stated),-1%,-1%,1%,-2%,5%,1%,-4%
COc1ccc(C(=O)Nc2cccc(C(=O)OCc3cc(=O)n4c5c(sc4n3)CCCC5)c2)cc1,0%,-5%,-7%,0%,-6%,-17%,2%
Cc1c(Cl)cccc1-n1ncc(C(=O)N2CCOCC2)c1C1CCN(C(=O)OC(C)(C)C)CC1,0%,-1%,-2%,1%,-16%,-2%,-1%
COc1ccc(S(=O)(=O)Nc2cc(-c3cn4ccccc4n3)ccc2C)cc1,1%,-30%,2%,5%,-15%,9%,-16%
COc1cc(C(=O)Nc2cccc(OCc3cc(=O)n4cc(C)sc4n3)c2)cc(OC)c1OC,5%,-1%,2%,1%,-3%,-8%,?

Grouped by structure, those above with a furan ring, fused or not.
SMILES,GALK inhibitor,FH mod,PTAP-TSG101 blk,B2AR arrestin ag,p53null 39C kill,p53null 32C kill,NTMT1 inh
Cc1ccc(-c2cc(C(=O)Nc3c(C(=O)c4ccc(C)c(F)c4)oc4ccccc34)no2)cc1,-3%,0%,2%,-3%,6%,-6%,-5%
CCc1ccccc1S(=O)(=O)Cc1ccc(C(=O)NCCc2ccc(Cl)cc2)o1,0%,?,4%,0%,-4%,-3%,-16%
